hcDAF-12 act: H. contortus DAF-12 nuclear receptor activators, primary screen, cell-based, luminescence, HEK293, lit1-tk-luc reporter | HEK293 hcDAF-12 lit1-tk-luc reporter; 0% DMSO, 100% Δ7-dafachronic acid | activation, % at 6.8 µM | 370,000 tested, 1.4% active;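 active = activation above the mean of all tested compounds plus 3 SD, cut at about 5.5% in these data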;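 also: 100% = response to 3 µM Δ7-dafachronic acid high control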
HGIII-sPLA2 inh: human group III sPLA2 inhibitors, primary screen, biochemical, QFRET, BODIPY PC-A2 liposome substrate. Group 3 secretory phospholipase A2 (Homo sapiens), Q9NZ20. QFRET BODIPY PC-A2 liposome hydrolysis, fluorescence. inhibition, % at 12.2 µM. 370,000 tested, 0.56% active. AID 743126, 2013;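 active = inhibition above mean plus 3 SD of compounds lying within the high and low control bounds, cut at about 19% in these data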;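 also: 0% = median of test compound wells and 100% = no enzyme DMSO wells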
hgDAF12 agonist: H. glycines DAF-12 receptor agonists, primary screen, cell-based, luminescence, HEK293, GAL4 fusion, UAS-luciferase; Nuclear hormone receptor DAF-12 (Heterodera glycines), GAL4 fusion; HEK293 GAL4-hgDAF12 UAS-luciferase reporter, agonist luminescence; normalized to butyrate control; activation, % at 6.8 µM; 370,000 tested, 1.8% active;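 active = activation above a cutoff set at the mean of all screened compounds plus 3 SD, cut at about 10% in these data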;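 also: 0% = DMSO wells and 100% = sodium butyrate wells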
ADAM10 inh: human ADAM10 inhibitors, primary screen, biochemical, QFRET, HTS | 370,000 tested, 0.62% active | inhibition, % at 7 µM | Disintegrin and metalloproteinase domain-containing protein 10 (Homo sapiens), O14672 | recombinant ADAM10, EDANS/DABCYL FRET peptide cleavage, 3 h;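 active = inhibition above a per-campaign cutoff equal to the mean of compounds falling between control-based bounds plus 3 SD, cut at about 20% in these data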;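 also: 0% = DMSO wells while the 100% control is not disclosed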
DAX1 inh-1: DAX1 (NR0B1) inhibitors, primary screen, cell-based, HEK293, Gal4-DAX1, luciferase luminescence; AID 504766, 2011; Nuclear receptor subfamily 0 group B member 1 (Homo sapiens), P51843; HEK293 Gal4-DAX1 luciferase reporter; inhibition, % at 6.75 µM; 340,000 tested, 0.99% active;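 active = inhibition above the mean over all tested compounds plus 3 SD, cut at about 4.2% in these data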;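 also: 0% = DAX1-transfected cells with DMSO and 100% = empty-vector control cells with DMSO; inhibition shows as a rise in luminescence from relieved DAX1 repression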
PLC-gamma1 inh: PLC-gamma1 enzyme inhibitors, primary screen, biochemical, fluorescence, purified enzyme. fluorogenic substrate. inhibition, % at 12.2 µM. 1-phosphatidylinositol 4,5-bisphosphate phosphodiesterase gamma-1 (Homo sapiens), P19174. 370,000 tested, 0.84% active; in the data active = inhibition above about 9.5%
DAX1 inh-2: DAX1 (NR0B1) inhibitors on StAR promoter, primary screen, cell-based, luminescence, SF-1 (NR5A1), full-length DAX-1 | HEK293T StAR-luciferase reporter, SF-1/DAX-1 repression relief | inhibition, % at 6.8 µM | 370,000 tested, 1.1% active | AID 652010, 2013;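 active = inhibition above the mean over all tested compounds plus 3 SD, cut at about 3.6% in these data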;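 also: 0% = DAX-1 cells with DMSO and 100% = cells lacking DAX-1 with DMSO; higher inhibition means more luminescence from relief of DAX-1 repression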
ADAM17 inh: ADAM17 inhibitors, primary screen, biochemical, QFRET. Disintegrin and metalloproteinase domain-containing protein 17 (Homo sapiens), P78536. recombinant ADAM17, EDANS/DABCYL FRET peptide cleavage. inhibition, % at 6.95 µM. 370,000 tested, 0.83% active. AID 720648, 2013;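 active = inhibition above the mean of compounds lying between control limits plus 3 SD, set per campaign, cut at about 8.5% in these data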;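 also: 0% = DMSO-only wells as the low control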
FXN GAA850 act: FXN promoter activators, primary screen, cell-based, luciferase luminescence, HEK293 lucGAA850; HEK293 lucGAA850 FXN promoter luciferase reporter, 24 h; percent of 10 µM SAHA response; activation, % at 6 µM; 360,000 tested, 0.56% active;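 active = activation above the average of all compounds screened plus 3 SD, cutoff fixed separately per campaign, cut at about 7.5% in these data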;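 also: 0% = DMSO wells and 100% = 10 µM SAHA wells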
ssDAF12 agonist: S. stercoralis DAF-12 nuclear receptor activators, primary screen, cell-based, luminescence, HEK293, GRIP1 co-expression, lit1-tk-luc; activation, % at 6.8 µM; 370,000 tested, 1% active; Nuclear hormone receptor DAF-12 (Strongyloides stercoralis); HEK293 ssDAF-12/GRIP1 lit1-tk-luc reporter; % of 3 µM dafachronic acid response;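 active = activation above the mean over all tested compounds plus 3 SD, cut at about 0.9% in these data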;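 also: 0% = DMSO-only wells and 100% = 3 µM delta7-dafachronic acid wells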
PLCb3 inh: human PLC-beta3 inhibitors, primary screen, biochemical, fluorescence. Purified PLC-beta3, fluorogenic substrate. inhibition, % at 12.2 µM. 370,000 tested, 0.18% active; in the data active = inhibition above about 11%;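 also: 0% = median of compound wells on plate and 100% = full blocker control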
Target sequence (Q01970 whole entry, looked up): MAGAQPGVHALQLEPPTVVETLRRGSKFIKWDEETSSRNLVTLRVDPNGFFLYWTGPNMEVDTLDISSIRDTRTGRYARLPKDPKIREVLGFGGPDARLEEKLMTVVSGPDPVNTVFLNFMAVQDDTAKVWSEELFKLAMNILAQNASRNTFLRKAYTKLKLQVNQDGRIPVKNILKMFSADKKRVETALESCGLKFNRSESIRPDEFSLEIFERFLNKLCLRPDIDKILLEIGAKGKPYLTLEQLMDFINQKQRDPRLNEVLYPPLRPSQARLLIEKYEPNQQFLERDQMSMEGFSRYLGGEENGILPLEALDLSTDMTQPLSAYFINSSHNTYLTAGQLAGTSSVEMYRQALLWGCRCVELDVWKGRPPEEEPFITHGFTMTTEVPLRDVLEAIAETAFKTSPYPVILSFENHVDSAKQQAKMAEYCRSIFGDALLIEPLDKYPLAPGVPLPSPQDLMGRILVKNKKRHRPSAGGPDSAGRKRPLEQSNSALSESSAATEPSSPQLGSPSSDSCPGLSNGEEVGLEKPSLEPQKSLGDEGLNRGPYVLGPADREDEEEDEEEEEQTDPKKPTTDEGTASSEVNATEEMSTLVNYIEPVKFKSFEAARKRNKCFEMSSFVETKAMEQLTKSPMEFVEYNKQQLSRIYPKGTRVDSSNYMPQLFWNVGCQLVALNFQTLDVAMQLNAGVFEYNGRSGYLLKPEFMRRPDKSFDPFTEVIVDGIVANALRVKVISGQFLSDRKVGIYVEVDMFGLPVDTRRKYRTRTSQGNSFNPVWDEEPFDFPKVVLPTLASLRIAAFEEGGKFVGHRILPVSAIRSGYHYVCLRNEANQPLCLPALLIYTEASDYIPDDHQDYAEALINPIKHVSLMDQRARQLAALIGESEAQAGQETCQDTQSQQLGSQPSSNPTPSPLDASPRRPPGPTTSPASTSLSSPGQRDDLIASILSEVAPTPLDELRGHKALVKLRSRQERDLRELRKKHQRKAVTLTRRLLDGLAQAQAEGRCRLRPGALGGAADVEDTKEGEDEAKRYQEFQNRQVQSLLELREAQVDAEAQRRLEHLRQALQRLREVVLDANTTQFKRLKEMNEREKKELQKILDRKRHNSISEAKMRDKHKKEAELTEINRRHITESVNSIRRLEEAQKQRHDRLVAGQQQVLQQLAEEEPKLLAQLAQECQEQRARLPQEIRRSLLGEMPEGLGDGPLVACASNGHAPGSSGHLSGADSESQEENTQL
* marks the source's active call; other numbers are inactive results; i = inactive; . = not tested or not shown.

SMILES | hcDAF-12 act | HGIII-sPLA2 inh | hgDAF12 agonist | ADAM10 inh | DAX1 inh-1 | PLC-gamma1 inh | DAX1 inh-2 | ADAM17 inh | FXN GAA850 act | ssDAF12 agonist | PLCb3 inh
c1cc2c(cc1C1CCCN1)OCCCO2 (stereo unspecified) | -0.2 | 2 | -0.2 | -4 | -0.1 | -2 | -0.2 | -6 | -1.1 | -1.5 | -1
CN(C)c1ccc(NC(=O)CSc2nc(C3CC3)nc3ccccc23)cc1 | 1.3 | 5 | -0.8 | -3 | 0.2 | 0 | -0.9 | -4 | -2.6 | 0.0 | -6
C[C@H](CO)N1C[C@H](C)[C@@H](CN(C)C(=O)CN2CCOCC2)Oc2ncc(-c3cncnc3)cc2C1=O | -2.0 | 14 | -0.2 | -7 | 0.3 | 2 | 0.9 | -5 | 1.2 | -1.6 | -3
O=C(Cc1cccc(NC(=O)C2CCN(C(=O)C3CCC3)CC2)c1)Nc1cccc(C(=O)N2CCOCC2)c1 | -1.2 | 1 | 0.1 | -4 | 3.3 | 4 | 1.0 | 4 | 1.1 | -0.7 | 6
COCCNS(=O)(=O)c1ccc2c(c1)Cc1cc(S(=O)(=O)NCCOC)ccc1-2 | -1.3 | -18 | 1.4 | 0 | -1.0 | -3 | -0.7 | 1 | 1.3 | -0.8 | -5
O=C(CSc1cn(CCNC(=O)c2ccc3ccccc3c2)c2ccccc12)NCc1ccco1 | -0.8 | -16 | 1.6 | 11 | -1.6 | 0 | -1.6 | 2 | 0.1 | -1.7 | 0
CC(C)NC(=O)CC(=O)N/N=C/c1ccccc1F | -0.7 | 3 | -2.5 | 0 | 0.7 | 2 | 0.6 | -4 | -0.8 | -1.2 | 0
C=CCN1CCN(C(=O)CSc2ccccc2)CC1 | 0.9 | 4 | 2.7 | 0 | 0.7 | 0 | 0.9 | -5 | 3.9 | -0.6 | 0
COC(=O)c1ccc(CSc2nc3ccccc3c(=O)n2-c2ccc(OC)c(OC)c2)o1 | -2.1 | 4 | -1.5 | 8 | 0.3 | -6 | -0.5 | -1 | 7.2 | -1.8 | -8
c1ccc(-c2csc3ncnc(-n4cnc5ccccc54)c23)cc1 | -0.1 | 4 | -0.6 | -57 | 1.0 | -47 | -0.2 | -17 | -0.2 | -1.2 | -52
COc1cccc(NC2=NCCCCC2)c1 | 1.0 | 0 | -0.5 | 4 | 1.7 | 2 | -0.2 | 1 | -1.4 | -1.2 | 0
CCC(C)NC(=O)CNC(=S)N(Cc1ccc(F)cc1)C1CCCCC1 (stereo unspecified) | -2.1 | 4 | -3.8 | -2 | -0.6 | 5 | 0.0 | -3 | 0.5 | -2.0 | -5
O=C(NCCCn1ccnc1)Nc1ccc(Cl)c(Cl)c1 | 5.8* | -34 | -0.3 | 4 | 0.3 | 3 | 0.8 | 2 | -2.1 | -0.5 | 3
CCC(C)(C)n1nnnc1C(c1ccc2ncccc2c1)N1CCCC(C)C1 (stereo unspecified) | -0.7 | -7 | -1.3 | 4 | 1.6 | -1 | -0.3 | -2 | 2.8 | -1.4 | 1
Cc1ccc(S(=O)(=O)N(C)CC(=O)Nc2ccc(C)cn2)cc1 | -1.2 | 7 | 4.5 | -13 | 0.7 | 4 | -0.2 | -4 | 1.2 | -1.0 | -5
COc1ccc(C(O)c2nc(-c3cc(F)cc(F)c3)cs2)cc1 (stereo unspecified) | 0.0 | -13 | -2.3 | 14 | . | -3 | -1.0 | 5 | 2.5 | -0.1 | -4
CN(C)c1ccc(CC(=O)N2CCCC(c3cc(C(=O)Nc4ccccc4)no3)C2)cc1 (stereo unspecified) | 0.7 | 6 | 3.0 | -9 | . | 1 | 1.9 | 7 | 3.3 | -0.2 | 7
COc1ccc(NC(=O)C2CCC(=O)N2)cc1 (stereo unspecified) | -1.4 | 2 | 1.1 | -3 | -0.7 | 1 | 0.1 | -3 | 0.3 | -0.6 | 1
Cc1ccc2oc(C(=O)N3CCN(Cc4ncccc4C)CC3)c(C)c2c1 | -1.3 | -4 | -0.9 | -3 | -0.3 | -4 | -0.8 | -2 | -1.1 | -1.1 | -8
O=C(CNC(=O)c1ccc(N2CCCC2=O)cc1)Nc1ccc(F)c(F)c1F | -2.0 | 15 | 0.0 | -21 | -0.9 | 0 | 1.2 | -1 | 1.2 | -0.7 | -1
CCOCCCNC(=O)c1c(C)[nH]c(C(=O)OCC)c1C | -1.1 | 8 | -0.3 | -2 | -0.5 | 1 | 0.1 | -2 | 0.3 | -0.7 | 3
O=C(COc1ccccc1Cl)Nc1ccc(S(=O)(=O)N2CCOCC2)cc1 | -2.3 | -3 | -0.8 | -1 | -0.8 | 3 | 0.3 | -1 | 0.5 | -1.5 | -2
CCOC(=O)c1c(C)[nH]c(C(=O)Nc2ccc(NC(C)=O)cc2)c1C | -4.1 | 2 | -7.4 | -8 | -1.3 | -1 | -0.4 | -3 | -2.8 | -2.2 | 0
Cc1ccc2c(c1)N(CC(=O)NCCCN1CCCC1)C(=O)CO2 | -1.3 | 1 | -1.0 | 3 | 1.2 | 2 | 0.3 | -1 | -0.1 | -0.7 | -5
c1ccc(-c2c[nH]c3cccc(C4CCCCC4)c23)cc1 | 1.3 | -31 | 1.9 | -6 | . | -4 | 0.6 | -1 | . | -0.5 | -6
COc1ccc(C2=NS(=O)(=O)N(C)C(C(=O)NC3CCCCC3)=C2)cc1OC | -1.1 | 16 | -0.6 | -12 | -1.7 | -2 | -0.7 | -2 | 0.9 | 0.2 | -19
Cc1ccc(-c2nc3ccccc3n2C(C)C(=O)NC(C)(C)C)cc1 (stereo unspecified) | -0.7 | 4 | 0.7 | -12 | . | -1 | -0.5 | -5 | . | -0.8 | -3
COc1cc(C(=O)NC(=S)NC(C)C)cc(OC)c1OC | -1.7 | 3 | 5.4 | 1 | -0.1 | 1 | -0.4 | 0 | 1.2 | -1.8 | 5
Cc1ccc(N=C2NC(=O)CS2)cc1C | 0.8 | -20 | 1.3 | 11 | 0.7 | 3 | -0.5 | -1 | 1.7 | -1.6 | 0
CCc1ccc([C@@H]2CC=C(C(=O)O)[C@H](c3ccc(F)cc3)N2S(=O)(=O)c2ccc(C)cc2)cc1 | -2.1 | -30 | 1.0 | 6 | -0.3 | 1 | -0.5 | -2 | 0.3 | -1.3 | -5
Cn1nnnc1-c1cc(Cl)cc(Cl)c1 | -1.3 | 2 | 0.1 | 1 | -0.6 | 1 | 0.2 | 2 | 0.4 | -0.8 | 2
O=c1[nH]c(C2CCN(S(=O)(=O)c3ccc(F)cc3)CC2)nc2c1nnn2Cc1ccc2c(c1)OCCO2 | -1.4 | -39 | -1.4 | 23* | -0.3 | 7 | -0.7 | 1 | -2.4 | -1.7 | -9
COc1cccc(-n2c(Cc3cc(=O)[nH]c(=O)[nH]3)nnc2SCC(=O)N2CCCCCC2)c1 | 6.3* | -12 | -3.3 | -6 | 2.7 | 1 | -0.4 | 0 | -0.6 | -0.5 | 1
Nc1nnnn1/N=C/c1cc([N+](=O)[O-])ccc1O | -1.1 | -2 | -1.3 | 2 | -0.5 | -1 | -0.8 | -2 | -0.9 | -2.0 | -10
CC(=O)Nc1ccc2cc3ccc(NC(C)=O)cc3nc2c1 | 2.8 | 2 | 6.4 | i | 4.0 | i | 0.9 | -408 | 0.1 | 0.1 | i
CCOc1ccccc1C(=O)N1CCN(c2cccc(Cl)c2)CC1 | 1.0 | -8 | -2.8 | 2 | -1.5 | 2 | 0.9 | -1 | -2.9 | 0.1 | 2
COc1cc2c(cc1OC)-c1n[nH]c(=S)n1C(C)(C)C2 | -0.8 | 13 | -0.7 | -7 | 2.3 | -4 | 0.0 | -5 | 2.0 | -1.4 | -4
Cc1ccc(-c2csc3ncnc(-n4nnc5ccccc54)c23)cc1 | -2.7 | 2 | 1.2 | -36 | -0.1 | -56 | 0.2 | -10 | 3.3 | -1.4 | -72
Cc1ccc(C)c(OCC(=O)Nc2ccc(S(=O)(=O)N3CCN(C)CC3)cc2)c1 | -1.6 | -9 | -0.1 | 7 | -0.5 | 3 | -0.4 | 1 | -1.4 | -0.8 | 0
O=C(Cc1cccs1)NCc1cccc(Cl)c1 | -0.8 | -1 | 5.8 | 9 | 0.7 | -1 | 0.1 | 1 | 2.7 | -0.2 | 1
c1ccc(Cc2ccc(OCCn3cncn3)cc2)cc1 | -1.5 | -5 | -1.4 | 8 | -1.4 | 4 | -1.8 | 2 | -0.7 | -1.2 | 2
CC(=O)c1cn(CC(=O)NCc2ccc3c(c2)OCO3)c2ccccc12 | 0.2 | -3 | -4.2 | -7 | -1.7 | -2 | -1.1 | -3 | -1.8 | -1.0 | -4
CCC(=O)Nc1ccc2c(c1)ncn2-c1ccc(C)cc1 | 2.6 | 0 | 13* | 1 | 1.6 | -1 | 7.4* | -6 | 7.3 | -0.3 | 0
C=CCN=C1NC(c2cccc(Cl)c2)C(C(=O)OC)=C(C)N1C (stereo unspecified) | -1.3 | 11 | 0.5 | -1 | . | 1 | 0.0 | -3 | . | -1.2 | -1
Cc1nn(-c2ccccc2)c2sc(C(=O)N3CCN(Cc4ccc(F)cc4)CC3)cc12 | 0.9 | -6 | 1.1 | 3 | . | -3 | -0.6 | 2 | . | -1.2 | -9
CC1(C(=O)Nc2cnc3ccccc3c2)CCN1C(=O)C/C=C/c1ccccc1 (stereo unspecified) | -1.2 | -22 | -0.5 | -1 | . | -6 | -1.1 | 2 | 0.5 | -1.3 | -3
Cc1ccc(NS(=O)(=O)c2cccc(C(=O)NCC3(N(C)C)CCCCC3)c2)cc1 | -0.6 | 0 | 1.0 | -1 | -0.4 | 0 | 0.1 | -3 | -3.0 | -1.2 | 5

The order is random. Share with any hit: about 6.9%.
